HTR2A ag: activates the mouse 5-HT2A serotonin receptor. 360,000 compounds, 0.66% hits. CHO-K1 mHTR2A beta-arrestin complementation, luminescence; percent of 30 µM serotonin response. activation, % at 7.6 µM;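 active means activation above a run cutoff, the mean activation of all tested compounds plus 3 SD, cut at about 14% in these data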;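 further: 0% = plate median of compound wells and 100% = 30 µM serotonin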
N-glyco inh: N-linked glycosylation inhibition; reporter increase, % at 12.5 µM; D54 ERlucT glycosylation luciferase reporter, 24 h; percent of 100 nM tunicamycin response; 360,000 compounds, 0.23% hits;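 active means mean luciferase reporter signal, scaled so untreated is 0 and the glycosylation-blocking control 100, at or above a set limit in every replicate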;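 further: luciferase carries N-glycosylation sites so blocking glycosylation raises the light; 0% = median of neutral control wells and 100% = median of 100 nM tunicamycin wells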
Cardio protect: modulators protecting cardiomyocytes from myocardial damage; H9c2 cardiomyocytes, H2O2 injury protection, ATPLite, 2 h; protection from H2O2 cell death, % at 20 µM; 360,000 compounds, 0.63% hits; AID 588492;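 active means compounds giving at least 50% protection of heart cells from peroxide-induced death in the single-dose screen, raw or plate-pattern-corrected value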;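 further: 0% = DMSO wells with peroxide and 100% = DMSO wells without peroxide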
NOD2 RIPK2 PPI: inhibitors of human NOD2-RIPK2 interaction | inhibition, % at 4.98 µM | 360,000 compounds, 0.38% hits | CHO BLA complementation NOD2-RIPK2, CCF4 ratio | O43353; in the data active means inhibition above about 21%;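 further: 0% = vehicle only and 100% = reference blocker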
ABCB6 inh 2: inhibitors of human ABC transporter ABCB6; Q9NP58; K562-ABCB6 porphyrin accumulation, flow cytometry, 1 h; stronger effect = lower value; fluorescence ratio to DMSO, % at 10 µM; 360,000 compounds, 0.19% hits; AID 602162;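 active means fluorescence ratio to DMSO below 75%, the collection mean minus 3 SD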;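 further: signal is porphyrin accumulated inside mitochondria; 100% equals median channel fluorescence of DMSO control wells; lower ratio means ABCB6 inhibition with less porphyrin fluorescence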
MC4R barr agon: human MC4R agonism via beta-arrestin; P32245; U2OS MC4R beta-arrestin complementation, luminescence; percent of melanotan II response, DMSO zero; activation, % at 8.9 µM; 360,000 compounds, 0.98% hits; AID 540308;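 active means activation above a per-plate cutoff, the mean activation of sample wells on that plate plus 3 SD, cut at about 8% in these data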
MC4R antagonist: human MC4R antagonism in cAMP assay; 360,000 compounds, 0.48% hits; AID 540295; MC4R-expressing cells, MTII-stimulated cAMP, LANCE TR-FRET; inhibition, % at 6.5 µM;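 active means inhibition above its plate's cutoff, the mean of tested wells on that plate plus 3 SD, cut at about 29% in these data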;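 further: 0% = Melanotan II alone and 100% = Melanotan II plus saturating MCL0020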
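System: U2OS-MC4R stable cell line; Technique: Eu-cAMP/anti-cAMP TR-FRET, emission 671 nm; Repeats: single well per compound; Also added: Melanotan II; Dosing: one concentration, 6.5 µM nominal; Schedule: 30-min compound, 1-h challenge, 1-h detection, room temperature.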
SRC2 inh: inhibits human steroid receptor coactivator 2; inhibition, % at 9 µM; HEK293 GAL4-SRC2 luciferase reporter, luminescence; 370,000 compounds, 0.17% hits; Q15596; AID 651957;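 active means inhibition above the mean inhibition of all tested compounds plus 3 SD, set per campaign, cut at about 52% in these data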;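 further: 0% = DMSO treated cells and 100% = cells given Gossypol at 36 µM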
Target sequence (Q15596 whole entry, looked up, the tested form may be a part): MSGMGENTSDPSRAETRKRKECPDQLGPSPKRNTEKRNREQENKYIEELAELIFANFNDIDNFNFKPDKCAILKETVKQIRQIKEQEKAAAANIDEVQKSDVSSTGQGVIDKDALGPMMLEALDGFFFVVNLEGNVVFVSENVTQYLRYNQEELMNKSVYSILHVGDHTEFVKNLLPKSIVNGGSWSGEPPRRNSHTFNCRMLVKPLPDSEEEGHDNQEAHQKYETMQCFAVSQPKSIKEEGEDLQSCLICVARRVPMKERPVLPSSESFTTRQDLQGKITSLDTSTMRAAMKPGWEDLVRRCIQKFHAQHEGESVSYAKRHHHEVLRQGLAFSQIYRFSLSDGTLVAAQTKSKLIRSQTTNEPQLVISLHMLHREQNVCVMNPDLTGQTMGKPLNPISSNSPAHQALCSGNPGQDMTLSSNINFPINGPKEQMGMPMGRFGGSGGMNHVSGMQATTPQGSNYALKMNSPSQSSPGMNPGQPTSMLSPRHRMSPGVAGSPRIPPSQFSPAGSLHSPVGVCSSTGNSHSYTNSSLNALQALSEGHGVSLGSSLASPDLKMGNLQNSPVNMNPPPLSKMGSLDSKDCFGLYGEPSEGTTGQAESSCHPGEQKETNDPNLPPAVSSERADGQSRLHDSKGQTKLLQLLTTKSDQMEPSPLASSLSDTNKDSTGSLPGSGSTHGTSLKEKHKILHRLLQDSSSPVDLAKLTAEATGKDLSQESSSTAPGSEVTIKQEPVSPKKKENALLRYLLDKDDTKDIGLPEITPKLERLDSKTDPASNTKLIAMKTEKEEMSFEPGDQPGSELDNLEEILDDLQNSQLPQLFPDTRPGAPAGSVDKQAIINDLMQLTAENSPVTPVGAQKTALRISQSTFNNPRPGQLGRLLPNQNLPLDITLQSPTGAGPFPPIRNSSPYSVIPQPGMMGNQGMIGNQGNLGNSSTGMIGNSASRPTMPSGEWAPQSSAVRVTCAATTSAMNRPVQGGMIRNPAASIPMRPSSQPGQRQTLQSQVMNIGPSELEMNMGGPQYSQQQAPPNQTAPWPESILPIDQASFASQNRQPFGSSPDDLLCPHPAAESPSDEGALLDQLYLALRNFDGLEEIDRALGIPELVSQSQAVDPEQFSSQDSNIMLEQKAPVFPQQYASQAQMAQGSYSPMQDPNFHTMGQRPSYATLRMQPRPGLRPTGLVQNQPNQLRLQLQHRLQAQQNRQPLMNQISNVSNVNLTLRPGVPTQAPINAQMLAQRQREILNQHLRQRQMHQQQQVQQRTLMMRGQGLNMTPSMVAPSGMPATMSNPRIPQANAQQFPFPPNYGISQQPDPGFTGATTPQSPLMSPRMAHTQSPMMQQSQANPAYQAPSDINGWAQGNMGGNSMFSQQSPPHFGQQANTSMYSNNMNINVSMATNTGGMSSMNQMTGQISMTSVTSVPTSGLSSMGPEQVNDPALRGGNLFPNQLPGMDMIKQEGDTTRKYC
ABHD5-PLIN5 inh: blocks binding of human ABHD5 to perilipin-5; Split G. princeps luciferase complementation, luminescence, 4 h; inhibition, % at 4 µM; 360,000 compounds, 0.78% hits; AID 602281;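 active means inhibition above the mean inhibition across every tested compound plus 3 SD, cut at about 22% in these data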;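 further: 0% = DMSO only wells and the 100% control is not disclosed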
TLR9-MyD88 block: TLR9-MyD88 interaction inhibition. Q9NR96+Q99836. CHO BLA complementation TLR9-MyD88, CCF4 FRET ratio. inhibition, % at 4.98 µM. 340,000 compounds, 0.21% hits. AID 504734;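 active means inhibition above the mean over all tested compounds plus 3 SD, cut at about 21% in these data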;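 further: 0% = DMSO only wells and 100% = clavulanate BLA inhibitor control wells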
An asterisk follows results filed as active; . = no result given. Not all compounds are listed, so the mix of outcomes need not match the whole.

SMILES	HTR2A ag	N-glyco inh	Cardio protect	NOD2 RIPK2 PPI	ABCB6 inh 2	MC4R barr agon	MC4R antagonist	SRC2 inh	ABHD5-PLIN5 inh	TLR9-MyD88 block
Cc1ccc(C)c(OCCC(=O)OCC(=O)NNC(=O)c2ccccc2)c1	1	1	-2	-3	101	-1.8	2	-35	-1	5
Cc1ccccc1S(=O)(=O)/N=C(/c1ccccc1)N1CCOCC1	-4	-1	1	4	92	-3.0	0	14	2	-1
COc1cccc(-c2nnc(NC(=O)CCS(=O)(=O)c3ccc(C)cc3)o2)c1	14	-3	20	-10	91	-2.2	-3	-6	-8	-5
CCCOc1ccc(NC(=O)CC2C(=O)N(Cc3ccccc3)C(=S)N2Cc2cccs2)cc1 (configuration not stated)	-3	-5	-8	-3	94	-1.0	20	-3	-7	3
Cc1ccc(C(=O)O)cc1NC(=O)CSc1nnc(-c2ccccc2F)n1C1CCCCC1	4	0	1	5	101	-0.4	19	10	-4	-9
O=C(NCCN1CCNC1=O)C1CCC(=O)N(CCc2ccc(Cl)cc2)C1 (configuration not stated)	7	2	-5	5	102	-2.0	-2	-9	-2	-7
C=CC[C@@H](CC(=O)N[C@@H](CO)Cc1ccccc1)C(=O)N[C@@H](COC(=O)[C@H](CC=C)CC(=O)OC(C)(C)C)Cc1c[nH]c2ccccc12	7	-4	8	-6	89	5.2	15	-46	-8	0
COc1ccccc1NC(=O)C1=C(C)Nc2nnnn2C1c1cccc(Br)c1 (configuration not stated)	1	5	2	-5	96	0.1	8	23	9	-8
CCOC(=O)Cc1nnc(NC(=O)C23CC4CC(CC(C4)C2)C3)s1	1	4	5	-14	101	-0.8	25	-4	-2	3
CC(NC(=O)COC(=O)/C=C/c1cccc(F)c1)c1ccccc1 (configuration not stated)	1	1	0	4	92	-0.7	11	5	0	-7
CCOC(=O)c1ccc(NC(=O)CCS(=O)(=O)c2ccc(Br)s2)cc1	0	-1	-3	4	90	-1.5	3	-22	-3	0
Cc1ccc(S(=O)(=O)N(Cc2ccc(F)cc2)C(=O)N2CCN(C)CC2)cc1	2	1	3	7	105	-1.3	1	-38	8	0
COc1cccc2cc(C(=O)NCc3ccc(Cl)cc3)c(=O)oc12	-19	1	6	3	97	0.1	0	-11	5	-1
Cn1c(=O)c(=O)n(C)c2cc(S(=O)(=O)N3CCCC3C(=O)Nc3ccccc3F)ccc21 (configuration not stated)	2	0	21	-3	105	-0.4	4	1	0	7
CCOC(=O)N1CCN(CC(=O)Nc2ccc(Oc3ccccc3)cc2)CC1	3	0	4	-8	102	-0.5	8	10	6	4

Looked up one by one from above:
SMILES	HTR2A ag	N-glyco inh	Cardio protect	NOD2 RIPK2 PPI	ABCB6 inh 2	MC4R barr agon	MC4R antagonist	SRC2 inh	ABHD5-PLIN5 inh	TLR9-MyD88 block
Cn1c(=O)c(=O)n(C)c2cc(S(=O)(=O)N3CCCC3C(=O)Nc3ccccc3F)ccc21 (configuration not stated)	2	0	21	-3	105	-0.4	4	1	0	7
COc1cccc(-c2nnc(NC(=O)CCS(=O)(=O)c3ccc(C)cc3)o2)c1	14	-3	20	-10	91	-2.2	-3	-6	-8	-5
CCOC(=O)N1CCN(CC(=O)Nc2ccc(Oc3ccccc3)cc2)CC1	3	0	4	-8	102	-0.5	8	10	6	4
CC(NC(=O)COC(=O)/C=C/c1cccc(F)c1)c1ccccc1 (configuration not stated)	1	1	0	4	92	-0.7	11	5	0	-7
CCOC(=O)c1ccc(NC(=O)CCS(=O)(=O)c2ccc(Br)s2)cc1	0	-1	-3	4	90	-1.5	3	-22	-3	0
C=CC[C@@H](CC(=O)N[C@@H](CO)Cc1ccccc1)C(=O)N[C@@H](COC(=O)[C@H](CC=C)CC(=O)OC(C)(C)C)Cc1c[nH]c2ccccc12	7	-4	8	-6	89	5.2	15	-46	-8	0
Cc1ccc(S(=O)(=O)N(Cc2ccc(F)cc2)C(=O)N2CCN(C)CC2)cc1	2	1	3	7	105	-1.3	1	-38	8	0

New compounds follow.
SMILES	HTR2A ag	N-glyco inh	Cardio protect	NOD2 RIPK2 PPI	ABCB6 inh 2	MC4R barr agon	MC4R antagonist	SRC2 inh	ABHD5-PLIN5 inh	TLR9-MyD88 block
Cc1ccc(CNC(=O)C2CC(=O)N(CCC(C)C)C2)cc1 (configuration not stated)	-1	1	-4	9	97	-1.0	0	-45	3	7
COc1cc(C(=O)ON=C2C=C(C)C(=O)C(C)=C2)cc(OC)c1OC	4	-1	-17	-9	97	-2.4	0	-14	0	-6
CC(C)CC(c1nnnn1Cc1ccco1)N1CCN(C2CCCC2)CC1 (configuration not stated)	-1	0	10	8	94	-1.5	7	-3	-1	3
Nc1ncnc2c1ncn2[C@@H]1O[C@H](CNCc2ccc(OCC(=O)Nc3ccccn3)cc2)[C@@H](O)[C@H]1O	0	-1	3	0	102	-1.4	12	29	-6	-10
O=C(c1cc2nc(-c3ccc(F)cc3)cc(C(F)(F)F)n2n1)N1CCOCC1	0	1	-10	4	98	-0.7	4	7	-2	2
COc1cccc(NC(=O)CN(C)C(=O)CC2CC3CCC2C3)c1 (configuration not stated)	5	0	2	-12	98	0.3	5	-15	-2	-19
O=C(CC(=O)Nc1ccc(Cl)cc1Cl)Nc1ccc(Cl)cc1Cl	4	2	-9	4	96	11*	6	-9	-5	2
O=C(CSc1nc2ccc(NC(=O)CSc3nnnn3Cc3ccccc3)cc2s1)Nc1ccccc1	-7	-2	-8	-1	96	12*	4	-8	-3	1
Cc1cc(=O)c(C(=O)O)cn1Nc1ccc(Cl)cc1	4	3	-1	7	91	-1.0	1	-6	2	6
Cc1cc(C)cc(-n2nnc(C(=O)NCc3ccccc3)c2N)c1	-2	2	2	4	95	1.4	-5	-22	-6	1
COc1ccccc1NC(=O)c1ccccc1SC	-2	3	8	4	91	-0.5	8	-15	2	1
O=C(Nc1ccc(Oc2ccccc2)nc1)C1CCCCN1Cc1cccc(O)c1 (configuration not stated)	-6	-2	0	-11	93	-1.0	0	-6	-2	7
CC(=O)NC(c1ccco1)c1ccc2cccnc2c1O (configuration not stated)	-6	-9	9	0	110	-1.8	-4	.	-1	3
CCOc1ccc(N2C(=O)CN=C2Nc2ccccc2Cl)cc1	0	0	-5	-8	104	5.1	1	-10	2	11
CC(C)(C)C(=O)Nc1nnc(CC(=O)NCc2ccccc2)s1	-1	2	1	-4	104	0.4	10	-1	-3	-7
COc1ccc(CNC(=O)COC(=O)c2c(C)nn(-c3ccccc3)c2C)cc1OC	-7	-3	-8	-9	98	-1.1	3	-8	-6	0
CCOC(=O)CNC(=O)N1CCC(CCOc2ccccc2)(C(=O)OCC)CC1	4	0	4	4	100	0.4	5	-39	6	-7
CCC(=O)Nc1ccc(C(=O)n2ccc(C)n2)cc1	0	0	6	-11	96	-2.0	8	1	1	-4
Cc1cc(C)nc(NC(=O)NS(=O)(=O)Nc2ccc(Br)cn2)n1	2	5	-2	-8	90	-0.2	2	.	3	4
CC(C)N(C(=O)[C@H]1CC(CC(=O)NCC23CC4CC(CC(C4)C2)C3)C(=O)N2CCc3c([nH]c4ccccc34)[C@]12C)C(C)C (some centres not stated)	2	-3	0	2	96	-1.6	-2	19	-5	-5
CC(OC(=O)c1ccc(-n2cnnn2)cc1)C(=O)Nc1ccc(F)c(F)c1F (configuration not stated)	-1	-2	1	-5	97	-2.4	-3	-6	6	6
CC(C)(C)NC(=O)CSc1ccc(C(C)(C)C)cc1	-2	-2	-6	5	92	1.4	4	10	5	-6
Cc1ccc2ncc(NC(=O)c3ccc(F)cc3)c(=O)n2c1	4	2	-3	13	99	1.0	3	-18	-4	6
Cc1ccc(S(=O)(=O)Oc2cc(N)c3c(n2)CCC3)cc1	8	-1	5	-14	96	0.1	-3	-11	-8	-4
CCCCNc1nc(-c2ccccc2)cc(C(F)(F)F)c1C(N)=O	-3	14	-6	0	101	5.2	7	2	0	10
COc1ccc(N2C(=O)CC(N3CCN(c4ccc(C(=O)c5cccnc5)cc4)CC3)C2=O)cc1 (configuration not stated)	1	3	4	-2	99	-0.4	8	7	12	-5
Cc1c(Cl)cccc1NC(=S)Nc1ccccn1	-3	2	-7	1	90	3.6	14	-40	-4	-4
Cc1ccc(C)c2nc(SCC(=O)Nc3ccc4c(c3)OCO4)c(C#N)cc12	1	0	8	-5	96	-1.2	14	20	-4	-7
CCOC(=O)c1c(C)[nH]c(C)c1S(=O)(=O)NCCN1CCN(c2cc(Cl)ccc2C)CC1	-3	-5	-9	-5	101	5.1	14	11	1	-10
CC12CCC(C(=O)NC3CCCC3)(CC1=O)C2(C)C (configuration not stated)	-3	-1	1	0	101	1.6	5	-12	-6	-11

Taken from above:
MC4R barr agon result of Cc1cc(C)nc(NC(=O)NS(=O)(=O)Nc2ccc(Br)cn2)n1 reads -0.2
ABCB6 inh 2 result of Cc1ccc2ncc(NC(=O)c3ccc(F)cc3)c(=O)n2c1 reads 99
ABCB6 inh 2 result of CCOC(=O)CNC(=O)N1CCC(CCOc2ccccc2)(C(=O)OCC)CC1 reads 100

Arranged by formula weight (highest first): part of the list above.
SMILES	HTR2A ag	N-glyco inh	Cardio protect	NOD2 RIPK2 PPI	ABCB6 inh 2	MC4R barr agon	MC4R antagonist	SRC2 inh	ABHD5-PLIN5 inh	TLR9-MyD88 block
CCOC(=O)N1CCN(CC(=O)Nc2ccc(Oc3ccccc3)cc2)CC1	3	0	4	-8	102	-0.5	8	10	6	4
CCOC(=O)Cc1nnc(NC(=O)C23CC4CC(CC(C4)C2)C3)s1	1	4	5	-14	101	-0.8	25	-4	-2	3
CC(C)(C)C(=O)Nc1nnc(CC(=O)NCc2ccccc2)s1	-1	2	1	-4	104	0.4	10	-1	-3	-7

Carrying on:
SMILES	HTR2A ag	N-glyco inh	Cardio protect	NOD2 RIPK2 PPI	ABCB6 inh 2	MC4R barr agon	MC4R antagonist	SRC2 inh	ABHD5-PLIN5 inh	TLR9-MyD88 block
COc1ccc(NS(=O)(=O)c2ccc(NC(=O)Cc3cccs3)cc2)cc1	-3	-2	-15	-5	102	-0.3	-2	6	-7	3
COc1ccc(CC(=S)N2CCOCC2)cc1OC	-2	-1	6	9	99	-1.9	0	-6	-1	0
Cc1ccc(CSC2=NCCN2C(=O)c2ccco2)cc1	7	-2	0	3	101	-0.5	-1	22	1	-5
Cc1ccc(S(=O)(=O)N2CCSC2)cc1C	-1	0	1	-2	97	0.4	-2	-22	-7	-1
COc1ccccc1N1CCN(C(=O)CN2C(=O)c3ccccc3S2(=O)=O)CC1	-4	-4	4	10	101	-2.3	2	-17	-3	-3
COc1ccc(-c2noc([C@@H]3O[C@H](CO)[C@H](O)[C@H](O)[C@H]3O)n2)cc1OC	-1	0	5	-4	93	1.4	4	2	2	.
COC(=O)c1c(NC(=O)COC(=O)Cn2cnc3ccccc32)sc2c1CCCC2	0	2	-6	0	94	0.8	1	-39	2	-3
Clc1nc(N2CCOCC2)ncc1Br	7	0	-2	-6	100	-2.5	20	-10	-8	-10
O=C(COC(=O)c1ccccn1)NCc1cccs1	-6	3	-4	8	96	-2.3	4	-11	1	10
